BoNT A protease – inhibitors of Botulinum neurotoxin A light chain protease | multiplex microsphere protease substrate cleavage, flow cytometry | inhibition, % at 10 µM | 360,000 compounds, 0.17% hits; in the data active = inhibition above about 30%; inconclusive = no clear call, values can overlap the other calls; also: plate controls were buffer without enzyme for full effect and enzyme alone for no effect
PrPC surface inh – reduces human prion protein on the cell surface. cell surface PrPC, TR-FRET read-out. inhibition, % at 13.8 µM. 370,000 compounds, 0.43% hits; in the data active = inhibition above about 24%; also: 0% = median of the test wells and 100% = reference compound wells
CCHF vOTU inh – CCHFV vOTU protease inhibition. Pep-AMC fluorescence. inhibition, % at 11.5 µM. 370,000 compounds, 0.55% hits; also: 0% = vehicle wells with enzyme and 100% = no enzyme wells
FBA Mtb inh – inhibits M. tuberculosis FBA enzyme | P9WQA3 | purified M. tuberculosis FBA, fluorescence read-out | inhibition, % at 1 µM | 360,000 compounds, 2.3% hits | AID 588726; in the data active = inhibition above about 27%;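 also: 0% = vehicle and 100% = reference inhibitor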
Target sequence (P9WQA3 whole entry, looked up): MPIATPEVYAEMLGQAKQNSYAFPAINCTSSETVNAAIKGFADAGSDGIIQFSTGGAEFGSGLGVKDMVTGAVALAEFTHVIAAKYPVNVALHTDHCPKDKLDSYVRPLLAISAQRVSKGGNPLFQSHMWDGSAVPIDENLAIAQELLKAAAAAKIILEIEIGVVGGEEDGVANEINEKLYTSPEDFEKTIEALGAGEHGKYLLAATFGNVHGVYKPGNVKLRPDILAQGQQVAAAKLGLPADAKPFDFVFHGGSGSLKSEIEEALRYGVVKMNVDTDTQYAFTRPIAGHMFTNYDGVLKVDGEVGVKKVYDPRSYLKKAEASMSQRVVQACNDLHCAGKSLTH
BioA inh – BioA (M. tuberculosis) enzyme inhibition; purified M. tuberculosis BioA enzyme, plate reader; inhibition, % at 9.99 µM; 360,000 compounds, 0.096% hits; AID 602481; in the data active = inhibition above about 40%; inconclusive = no clear call, values can overlap the other calls
GDH-TPI counter – counter-screen for M. tuberculosis FBA inhibitors: GDH-TPI coupled enzymes; GDH-TPI coupled enzyme counterscreen, NADH absorbance; inhibition, % at 4.8 µM; 360,000 compounds, 1.2% hits;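 also: 0% = DMSO wells and 100% = wells lacking the enzyme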
BoNT F protease – inhibitors of Botulinum neurotoxin F light chain protease. Multiplex microsphere protease cleavage assay, flow cytometry. inhibition, % at 10 µM. 360,000 compounds, 0.22% hits. AID 588497; in the data active = inhibition above about 35%, passing the limit was not always enough; inconclusive = no clear call, values can overlap the other calls; also: plate controls were buffer without enzyme for full effect and enzyme alone for no effect
FadD28 FP inh – blocks FadD28 binding to the bisubstrate probe; fluorescence polarization; inhibition, % at 12.5 µM; 360,000 compounds, 0.22% hits; AID 588549; in the data active = inhibition above about 8.5%, passing the limit was not always enough; inconclusive = no clear call, values can overlap the other calls
Mtb UGM inh – inhibitors of M. tuberculosis UDP-galactopyranose mutase; P9WIQ1; purified UGM, fluorescence polarization probe displacement; inhibition, % at 10 µM; 320,000 compounds, 0.06% hits; AID 504406; in the data active = inhibition above about 10%, passing the limit was not always enough; inconclusive = no clear call, values can overlap the other calls
Target sequence (P9WIQ1 whole entry, looked up): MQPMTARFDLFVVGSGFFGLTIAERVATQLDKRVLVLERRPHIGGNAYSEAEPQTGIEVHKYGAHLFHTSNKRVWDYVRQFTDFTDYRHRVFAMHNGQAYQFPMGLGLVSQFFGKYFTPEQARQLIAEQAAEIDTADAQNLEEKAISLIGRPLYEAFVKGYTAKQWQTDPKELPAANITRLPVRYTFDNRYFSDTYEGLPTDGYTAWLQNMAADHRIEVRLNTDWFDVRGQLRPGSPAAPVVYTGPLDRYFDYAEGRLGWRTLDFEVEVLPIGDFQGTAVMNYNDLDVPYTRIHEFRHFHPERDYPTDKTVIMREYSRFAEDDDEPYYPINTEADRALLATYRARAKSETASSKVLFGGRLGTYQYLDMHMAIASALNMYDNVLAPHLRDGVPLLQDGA
An asterisk follows results filed as active; ? = inconclusive; nt = not tested or not shown; & = joins results of further samples. Rule as the data show it, unless noted: active = inhibition above about 30%; inactive = the rest.

Key to letters: A = BoNT A protease; B = PrPC surface inh; C = CCHF vOTU inh; D = FBA Mtb inh; E = BioA inh; F = GDH-TPI counter; G = BoNT F protease; H = FadD28 FP inh; I = Mtb UGM inh
O=[N+]([O-])c1cccc(/C=C/c2ccc3cccc(O)c3n2)c1
  A: -1.0; B: -25; C: 11; D: -2; E: -0.9; F: 13; G: ?; H: 1.0; I: 2.4

OCCNc1nc(-c2cccnc2)nc2ccccc12
  A: 0.9; B: -10; C: -15; D: -5; E: 0.6; F: 1; G: 2; H: -5.8; I: 0.5

O=C(O)CC(c1ccccc1)N1C(=O)c2cccc([N+](=O)[O-])c2C1=O (configuration not stated)
  A: nt; B: -11; C: -1; D: 0; E: 0.0; F: 3; G: nt; H: -1.6; I: 0.9

CCCCOc1ccccc1N1CCN(CCCN2C(=O)C3CCCN3C2=O)CC1 (configuration not stated)
  A: -5.6; B: -3; C: -8; D: -2; E: -0.4; F: -12; G: ?; H: -3.0; I: -0.8

O=C(O)C(Cc1c[nH]c2ccccc12)NS(=O)(=O)c1ccccc1 (configuration not stated)
  A: -0.9; B: -3; C: 2; D: 0; E: nt; F: 10; G: -5; H: 0.0; I: 0.2

O=S1(=O)CCO[C@H]2Cc3ccccc3[C@H]2N1Cc1ccccc1Br
  A: -0.3; B: -6; C: 6; D: 0; E: 12; F: 9; G: -1; H: -2.6; I: 0.1

CNC(=O)Nc1ccc2snnc2c1
  A: -0.7; B: 4; C: -7; D: 6; E: 6.1; F: 1; G: -8; H: -4.1; I: -1.0

CC(/C=N/N1C(=O)CSC1=S)=C\c1ccccc1
  A: -2.4; B: -4; C: -5; D: -2; E: nt; F: 23; G: -14; H: -1.4; I: -2.3

COc1ccccc1C(CNC(=O)c1ccc(NS(=O)(=O)c2ccc3c(c2)OCCO3)cc1)N(C)C (configuration not stated)
  A: -1.0; B: 8; C: 2; D: 0; E: 0.4; F: -3; G: -8; H: -3.0; I: 2.6

COc1cccc(CNCc2ccco2)c1O
  A: -1.3; B: -8; C: 15; D: 3; E: 0.4; F: -1; G: 13; H: -2.5; I: nt

N#Cc1cc2cc3ccccc3nc2n2c(=O)c3ccccc3nc12
  A: 3.6; B: 7; C: 5; D: -3; E: nt; F: -8; G: 10; H: -4.6; I: 1.7

O=C(CCCN1C(=O)c2ccccc2C1=O)NC1CCCCCC1
  A: -0.6; B: 0; C: 12; D: 0; E: -1.2; F: 3; G: 0; H: -1.6; I: 0.3

Cc1ccc2nc(NCc3ccccc3)c(C=NCc3cccnc3)c(=O)n2c1
  A: nt; B: -7; C: 7; D: 11; E: nt; F: 13; G: nt; H: 1.4; I: 0.3

CCOC(=O)c1ccc(COC(=O)c2ccc(-c3nnc(-c4ccccc4)o3)cc2)o1
  A: 0.2; B: -7; C: 1; D: 0; E: -2.8; F: -2; G: 5; H: -1.2; I: -1.6

Nc1c(Cl)ncnc1N/N=C/c1ccnc2ccccc12
  A: 0.5; B: -14; C: 7; D: -2; E: 4.2; F: 9; G: -3; H: 1.2; I: -1.1

Cc1ccc(S(=O)(=O)NCCCNc2ccc([N+](=O)[O-])cc2)cc1
  A: -0.8; B: 0; C: -1; D: -10; E: nt; F: 10; G: -11; H: -5.3; I: 0.0

CCC(C)(C)NC(=O)C(Sc1ccccc1)c1ccccc1 (configuration not stated)
  A: -0.9; B: 3; C: 26; D: -1; E: nt; F: 0; G: 0; H: -2.2; I: -1.4

CC1(C(=O)Nc2ccc3c(c2)OCCO3)CCN1C(=O)C1(c2ccc(Cl)cc2)CC1 (configuration not stated)
  A: -0.1; B: -4; C: 4; D: 0; E: 0.6; F: 13; G: 4; H: -3.0; I: nt

CCC(C)NC(=S)Nc1ccccc1OC (configuration not stated)
  A: -0.8; B: 7; C: -5; D: -2; E: nt; F: 4; G: -10; H: 2.3; I: -0.9

O=C(Cc1nc2ccccc2[nH]1)N/N=C/c1ccccc1
  A: -0.1; B: 0; C: -13; D: 19; E: nt; F: 5; G: -3; H: -1.4; I: 0.2

O=C1C2CC=CCC2C(=O)N1c1n[nH]c(Cc2ccccc2)n1 (configuration not stated)
  A: ?; B: -1; C: 5; D: 3; E: -1.2; F: 2; G: -1; H: -0.4; I: -1.9

COc1nc(N(C)S(=O)(=O)c2ccc(C)cc2)nc(C)c1Cl
  A: -1.3; B: 1; C: 2; D: 2; E: 0.2; F: 2; G: -3; H: -1.8; I: 2.1

COc1ccc(OC)c(S(=O)(=O)NCc2ccc(N3CCN(C)CC3)cc2)c1
  A: -1.1; B: 2; C: 10; D: 0; E: -0.1; F: -6; G: 10; H: -2.9; I: -0.7

CCc1ccc2c(c1)NC(=O)C2(C)Cc1ccc(C(F)(F)F)o1 (configuration not stated)
  A: 0.0; B: 13; C: 24; D: -1; E: 7.8; F: 12; G: -4; H: -4.2; I: nt

CCN(CC)C(=O)C1(P(=O)(c2ccccc2)c2ccccc2)CCC1
  A: 1.4; B: 0; C: -14; D: 1; E: -0.1; F: 9; G: ?; H: -0.7; I: -1.5

O=S(=O)(c1ccc(F)cc1)N1CCN(CCOc2ccccc2)CC1
  A: -0.3; B: 1; C: -1; D: -4; E: 0.8; F: 0; G: 7; H: -3.2; I: -0.3

Cc1nn(CC(=O)Nc2ccc3c(c2)nc2n3CCOC2)c(=O)c2ccccc12
  A: 1.4; B: -1; C: -2; D: 7; E: -0.2; F: 5; G: 1; H: -0.3; I: 0.4

O=C(O)C1CCN(c2ccc(S(=O)(=O)N3CCC(C(=O)O)CC3)cc2[N+](=O)[O-])CC1
  A: 1.6; B: -5; C: 3; D: -3; E: -0.5; F: 0; G: 5; H: -2.2; I: 1.5

Cc1cc(C)n2ncc(/C(N)=N/OC(=O)c3ccccc3F)c2n1
  A: 0.6; B: 10; C: 2; D: 16; E: nt; F: 7; G: 3; H: -1.6; I: 0.9

CCOc1ccc(OCCOCCOc2c(Cl)cccc2Cl)cc1
  A: -0.8; B: -5; C: 12; D: 0; E: -0.2; F: -2; G: -4; H: -0.9; I: -8.0

COc1cc(NC(=S)NN2CCN(C)CC2)cc(OC)c1OC
  A: -0.7; B: 3; C: -4; D: 1; E: -2.2; F: -10; G: 0; H: -4.6; I: -1.8

CCC(Sc1nnnn1-c1ccccc1)C(=O)Nc1nc2ccccc2s1 (configuration not stated)
  A: 0.8; B: 4; C: 3; D: 2; E: 0.2; F: 0; G: -5; H: -4.7; I: 0.6

CC(=O)OC(C)=O
  A: -0.6; B: 8; C: -5; D: 1; E: 2.1; F: -3; G: 1; H: -4.6; I: 1.6

CC(=O)CC(c1ccccc1)S(=O)(=O)c1ccc(C)cc1 (configuration not stated)
  A: 0.0; B: 7; C: 4; D: 2; E: -1.3; F: 0; G: 9; H: -1.7; I: 6.4

CCCCN1C(=O)/C(=C/c2ccc(N(C)C)cc2)C(=O)N(Cc2ccco2)C1=O
  A: -0.4; B: 10; C: 7; D: -1; E: nt; F: 21; G: -12; H: 3.0; I: 0.2

CCCCCc1c(-c2ccc(Cl)cc2)ncn1CCc1ccccc1OC
  A: -0.3; B: 11; C: 37*; D: nt; E: nt; F: nt; G: -5; H: nt; I: nt

C/C=C/c1cnc2c(c1)C(=O)N([C@H](C)CO)C[C@H](C)[C@@H](CN(C)C(=O)CN1CCOCC1)O2
  A: 0.3; B: -3; C: 3; D: -1; E: -0.6&-3.5; F: 9; G: -1; H: 0.4; I: nt

COc1ccc(NC(=O)CN2C(=O)c3ccccc3S2(=O)=O)cc1S(=O)(=O)N1CCOCC1
  A: -2.7; B: 3; C: -5; D: 4; E: nt; F: 5; G: -4; H: 0.6; I: nt

O=C(c1ccco1)N(Cc1nc2ccccc2c(=O)[nH]1)C1CCCC1
  A: -0.1; B: 0; C: 10; D: 7; E: -11; F: 5; G: 20; H: 0.3; I: -0.6

O=[N+]([O-])c1ccc(N/N=C/c2c[nH]c3ccccc23)c(S(=O)(=O)Nc2ccc(Cl)cc2)c1
  A: -0.2; B: 0; C: 3; D: 0; E: 1.2; F: 6; G: -20; H: -2.9; I: 2.4

Whole records from above. Values in the order: BoNT A protease, PrPC surface inh, CCHF vOTU inh, FBA Mtb inh, BioA inh, GDH-TPI counter, BoNT F protease, FadD28 FP inh, Mtb UGM inh
O=C(c1ccco1)N(Cc1nc2ccccc2c(=O)[nH]1)C1CCCC1 as listed: -0.1, 0, 10, 7, -11, 5, 20, 0.3, -0.6
CCCCCc1c(-c2ccc(Cl)cc2)ncn1CCc1ccccc1OC as listed: -0.3, 11, 37*, nt, nt, nt, -5, nt, nt
CC(=O)CC(c1ccccc1)S(=O)(=O)c1ccc(C)cc1 (configuration not stated) as listed: 0.0, 7, 4, 2, -1.3, 0, 9, -1.7, 6.4
CCC(Sc1nnnn1-c1ccccc1)C(=O)Nc1nc2ccccc2s1 (configuration not stated) as listed: 0.8, 4, 3, 2, 0.2, 0, -5, -4.7, 0.6
COc1ccc(NC(=O)CN2C(=O)c3ccccc3S2(=O)=O)cc1S(=O)(=O)N1CCOCC1 as listed: -2.7, 3, -5, 4, nt, 5, -4, 0.6, nt

Further results.
Key to letters: A = BoNT A protease; B = PrPC surface inh; C = CCHF vOTU inh; D = FBA Mtb inh; E = BioA inh; F = GDH-TPI counter; G = BoNT F protease; H = FadD28 FP inh; I = Mtb UGM inh
COc1ccccc1-c1cnn2c(NCCc3ccccc3)cc(C)nc12
  A: -0.8; B: 1; C: -9; D: 16; E: -3.3; F: 14; G: -16; H: nt; I: 2.1

COCCNCC(=O)C12CC3CC(CC(C3)C1)C2
  A: -0.5; B: -3; C: 10; D: -2; E: -1.8; F: 5; G: -3; H: -3.7; I: -0.2

Cn1c(Cn2c(=O)sc3ccccc32)nnc1SCc1cccnc1
  A: -0.2; B: 8; C: -3; D: -2; E: 1.5; F: -3; G: -3; H: -3.1; I: 2.2

O=C(O)CCc1ccc(-c2cccs2)n1CCc1ccccc1
  A: 0.0; B: -2; C: 8; D: 13; E: 0.2; F: 6; G: 0; H: 0.5; I: 0.3

CCn1c(SCC(=O)O)nnc1-c1ccc(S(=O)(=O)N2CCCC2)cc1
  A: -0.2; B: -10; C: 2; D: 6; E: 0.0; F: -5; G: -2; H: -2.6; I: -0.9

O=c1oc2ccccc2cc1-c1nc2c(s1)CCc1ccccc1-2
  A: 64*; B: 0; C: 1; D: 5; E: nt; F: 0; G: 18; H: -3.4; I: 1.6

CC(C)(C)OC(=O)N1CCN(C(=O)c2ncn3c2c(=O)[nH]c2ccccc23)CC1
  A: -0.2; B: -6; C: -9; D: 2; E: -1.2; F: 3; G: -1; H: -2.4; I: nt

CC(=O)N1N=C(c2cccc(NS(=O)(=O)c3ccc(C)cc3)c2)CC1c1ccco1 (configuration not stated)
  A: -0.2; B: -2; C: 15; D: 3; E: -1.1; F: -3; G: 5; H: 0.2; I: -0.1

CC1(c2nnc(-c3ccccc3)o2)CC(c2ccc(F)cc2)=NO1 (configuration not stated)
  A: -0.3; B: -6; C: 1; D: 1; E: -1.5; F: 8; G: 4; H: -3.2; I: 2.5

Cc1ccc(C)c(NC(=S)N=Nc2c(O)n(C)c3ccc(S(=O)(=O)N4CCOCC4)cc23)c1
  A: -0.7; B: 1; C: 9; D: -1; E: nt; F: 5; G: -12; H: -2.6; I: 2.3

c1ccc(-c2noc(-c3ccc4ccccc4c3)n2)nc1
  A: -1.6; B: nt; C: nt; D: 15; E: nt; F: 7; G: -1; H: -1.5; I: 1.1

CCC(=O)N1c2ccccc2NC2=C(C(=O)CC(C)(C)C2)C1c1cccnc1 (configuration not stated)
  A: -0.4; B: 6; C: 2; D: 5; E: nt; F: 2; G: -4; H: -0.3; I: 0.5

O=C(NNC(=O)c1ccccc1F)c1ccc(S(=O)(=O)N2CCCC2)cc1
  A: 0.0; B: 0; C: -2; D: -3; E: -0.1; F: 9; G: -8; H: -2.4; I: -1.5

CN(CCc1cnn(C)c1)Cc1nc(CC2CC2)no1
  A: -0.3; B: 0; C: -12; D: -3; E: 0.3; F: 10; G: 3; H: -3.8; I: -2.1

O=C(Nc1ccc(N2CCN(C(=O)c3ccccc3F)CC2)cc1)c1ncn[nH]1
  A: 0.4; B: 6; C: -14; D: -2; E: nt; F: 7; G: 2; H: -3.5; I: 1.6

CCOC(=O)C1CCC(CN(Cc2ccccc2)S(=O)(=O)c2ccc([N+](=O)[O-])cc2)CC1 (configuration not stated)
  A: 0.1; B: -9; C: -9; D: -1; E: nt; F: 4; G: -7; H: 0.0; I: -1.1

Screening results deposited in PubChem BioAssay by several laboratories.
